Assay outcomes deposited in PubChem by National Center for Advancing Translational Sciences (NCATS).
VP16 counter: inhibits Gal4-VP16 luciferase reporter, ROR gamma counter-screen. actives 3.5% (n = 310,000). Drosophila S2 Gal4-VP16 UAS-luciferase, luminescence, 20 h. AID 2546. Potency, µM (doses to about 53.6 µM), inactives show at the highest dose activity, negative = inhibition, most hits filed as inhibitors;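 note: Gal4-VP16 expression switched on by copper sulfate through the metallothionein promoter; % is set by controls: 0 for no effect and ±100 for the full control effect; nearly all actives have a fitted effect of over 50% in size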
MBNL1 CUG block: inhibitors of human MBNL1 binding to CUG repeat RNA; actives 0.036% (n = 280,000); TR-FRET MBNL1-His/biotin-(CUG)12 binding, 665/545 ratio; Q9NR56; Potency, µM (doses to about 57.5 µM), inactives show at the top dose activity change, negative = inhibition, usual class: inhibitors; active = well fitted inhibition curve with a large enough effect in the signal ratio, with a control signal flat, not every such curve was filed as active; inconclusive = small, poorly fitted or top-dose-only effect, or effect the other way, or a change in a side signal; inactive = no such curve, though single readings can be large or run the other way; the % refers to the signal ratio; note: % is set by controls: 0 for no effect and ±100 for the full control effect
Target sequence (Q9NR56 whole entry, looked up): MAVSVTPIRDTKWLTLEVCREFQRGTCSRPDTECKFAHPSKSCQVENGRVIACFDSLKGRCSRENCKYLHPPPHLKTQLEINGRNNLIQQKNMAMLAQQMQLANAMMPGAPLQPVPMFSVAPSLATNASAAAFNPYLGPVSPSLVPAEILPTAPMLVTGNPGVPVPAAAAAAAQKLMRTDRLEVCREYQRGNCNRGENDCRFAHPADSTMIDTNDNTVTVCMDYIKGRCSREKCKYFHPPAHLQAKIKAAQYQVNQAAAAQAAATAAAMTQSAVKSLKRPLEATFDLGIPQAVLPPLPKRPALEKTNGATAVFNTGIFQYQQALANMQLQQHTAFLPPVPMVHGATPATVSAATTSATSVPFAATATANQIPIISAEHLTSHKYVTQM
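MBNL1-His + Biotin-(CUG)12, cpd titration 92 nM–58 uM; Tb anti-His Ab 0.055 ng/ul, SA-XL665 5 nM (final); 60 min RT; ratiometric 665/545 nm, Ex 340 nm; normalized to buffer and full-complex controls.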
p53 reactivation: mutant p53 re-activation in reporter cells; H1299 p53-A138V BP100-luciferase reporter, luminescence, 24 h; Potency, µM (highest dose often 92.2 µM), without a hit: at the top dose activity change, positive = activation, usual class: activators; actives 0.063% (n = 320,000); AID 504706; note: % of control where 0% means no effect; nearly all actives have a fitted effect of over 45% in size
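H1299 (p53-null), stable ts p53-A138V + BP100-Luc; 1000 cells/well, Opti-MEM/10% FBS; cpd 4 pt, 1:5; 24 h, 37 deg C, 5% CO2; detection reagent 10 min RT; luminescence.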
Rab9 promoter act: activates the Rab9 promoter; actives 2.8% (n = 320,000); Potency, µM (highest dose often 9.22 µM), without a hit: at the top dose activation, negative = inhibition, most hits filed as activators; AID 485297; Huh7 Rab9 promoter-luciferase reporter, luminescence, 24 h; note: % of control where 0% means no effect; nearly all actives have a fitted effect of over 60% in size
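Promoter activation is measured as luciferase luminescence in Huh7 cells stably transfected with a Rab9 promoter–luciferase construct, following 24 h compound exposure at 37 °C and 10 min reagent incubation at ambient temperature.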
ELG1 genotoxic: inducers of genotoxicity in HEK293T ELG1-luciferase cells | actives 1.3% (n = 330,000) | AID 504466 | HEK293T ELG1-luciferase reporter, luminescence, 16 h | Potency, µM (titrated, usually from 46 µM), inactives show top-dose activity change, positive = activation, most hits filed as activators; note: % of control where 0% means no effect; nearly all actives have a fitted effect of over 60% in size
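16 hr compound incubation (37 °C, 5% CO2) of HEK293T cells carrying luciferase-tagged ELG1; luciferase then measured by ONE-Glo luminescence after 30 min at RT.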
uPA surface inh: cell surface uPA generation inhibition; actives 0.31% (n = 330,000); Potency, µM (doses to about 38.3 µM), without a hit: top-dose activity change, negative = inhibition, actives largely listed as inhibitors; cell surface uPA generation assay, qHTS; active = well fitted inhibition curve with a large enough effect; inconclusive = small, poorly fitted or top-dose-only effect; inactive = no such curve, though single readings can be large or run the other way; tested in mouse RAW 264.7 cells; note: % is set by controls: 0 for no effect and ±100 for the full control effect; nearly all actives have a fitted effect of over 55% in size
BRCA1 expr up: BRCA1 expression activation; Potency, µM (series often up to 46.1 µM), for inactives: at the top dose activation, actives largely listed as activators; actives 1.1% (n = 380,000); MCF7-BRCA1-FFLuc reporter, luminescence, 48 h; response scale: scaled: vehicle 0%, 10 µM genistein 100%; note: nearly all actives have a fitted effect of over 80% in size; some results filed as inactive show a strong effect at the top dose
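First, MCF7-BRCA1-FFLuc cells (2000/well) attach for 2 h; next, compounds are pin-added and incubated 48 h at 37 °C; finally, luciferase reagent is added and luminescence read after 15 min.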
RORgamma inh: blocks mouse ROR gamma transcriptional activity; P51450; Potency, µM (series often up to 53.6 µM), for the others: top-dose activity change, negative = inhibition, actives largely listed as inhibitors; Drosophila S2 Gal4-RORgamma UAS-luciferase reporter, 20 h; AID 2551; actives 5.4% (n = 310,000); note: % is set by controls: 0 for no effect and ±100 for the full control effect; nearly all actives have a fitted effect of over 60% in size
Target sequence (P51450 whole entry, looked up, the tested form may be a part): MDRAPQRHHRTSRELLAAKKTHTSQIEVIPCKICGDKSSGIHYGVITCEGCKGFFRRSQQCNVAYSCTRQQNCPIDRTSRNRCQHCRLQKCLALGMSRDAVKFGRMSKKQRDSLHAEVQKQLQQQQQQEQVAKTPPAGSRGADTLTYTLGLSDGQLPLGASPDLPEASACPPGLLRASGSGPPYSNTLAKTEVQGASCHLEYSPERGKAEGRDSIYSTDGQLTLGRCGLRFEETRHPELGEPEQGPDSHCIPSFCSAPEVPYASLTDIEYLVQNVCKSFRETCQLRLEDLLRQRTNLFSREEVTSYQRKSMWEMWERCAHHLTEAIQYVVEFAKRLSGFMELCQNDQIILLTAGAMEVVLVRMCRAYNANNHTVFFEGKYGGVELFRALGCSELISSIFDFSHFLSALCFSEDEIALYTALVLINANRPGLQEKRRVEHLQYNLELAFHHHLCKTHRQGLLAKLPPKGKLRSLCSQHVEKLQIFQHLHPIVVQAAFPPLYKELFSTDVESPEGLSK
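Luminescence from a UAS-regulated Photinus luciferase reporter in stably transfected Drosophila Schneider cells is measured; decreased signal marks ROR gamma inhibition. Fusion expression is induced by 700 uM copper sulfate for 20 hr.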
NPC1 promoter act: activators of NPC1 promoter; Huh7 NPC1 promoter luciferase reporter, 24 h; Potency, µM (titrated, usually from 9.22 µM), inactives show at the top dose activation, usual class: activators; actives 2.4% (n = 320,000); AID 485313;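 note: % of control where 0% means no effect; nearly all actives have a fitted effect of over 60% in size; reporter is driven by a mutant NPC1 promoter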
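Compounds in DMSO were transferred onto Huh7 NPC1-luciferase reporter cells pre-incubated 2 h; after 24 h at 37 °C, Amplite reagent was dispensed and luminescence recorded 10 min later.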
FLuc counter: inhibits or activates purified firefly luciferase, miR-21 counter-screen; purified FLuc, Km substrates, luminescence inhibition; Potency, µM (series often up to 57.5 µM), inactives show at the top dose activity change, negative = inhibition, actives largely listed as inhibitors; actives 6.9% (n = 360,000); AID 588342;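 note: plate controls were vehicle for no effect and reference inhibitor for full effect; nearly all actives have a fitted effect of over 55% in size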
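Purified P. pyralis luciferase, 10 nM final, with Km-level 10 uM D-luciferin and 10 uM ATP in 50 mM Tris acetate pH 7.5, 10 mM Mg acetate, 0.01% Tween-20, 0.05% BSA; 6-point qHTS titration about 60 µM downward; luminescence read.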
Starred values were filed as active, the others as inactive; ? = inconclusive; · = not tested or not shown; & = joins results of further samples; [ ] = dose if it differs, or a comment. Unless noted, calls come from the whole dose curve; as a rule, active = well fitted curve in the direction sought with a large enough effect; inconclusive = small, poorly fitted or top-dose-only effect, or another doubt; inactive = no such curve, though single readings can be large; an effect the other way counts as inactive or inconclusive. Potency is the fitted concentration of half-maximal effect.

SMILES	VP16 counter	MBNL1 CUG block	p53 reactivation	Rab9 promoter act	ELG1 genotoxic	uPA surface inh	BRCA1 expr up	RORgamma inh	NPC1 promoter act	FLuc counter
COc1ccccc1N1CCN(C(=O)c2ccc(S(=O)(=O)N3CCCCCC3)cc2)CC1	-2%	7%	-5%	-2%	-7%	-6%	-40%	-5%	-1%	1%
COc1ccc(CN(C)CC(=O)NC(=O)NC2CCCCC2)cc1	·	·	17%	-7%	-3%	1%	4%	·	-3%	6%
Cc1nc(-c2nnc(SCC(=O)Nc3ccc(Cl)cc3)n2C)cs1	-26%	-10%	0%	-3%	0%	10%	-7%	-35%	-3%	3%
CCCCCCNc1cc2n(c(=O)n1)CCc1cc(OC)c(OC)cc1-2	-11%	6%	-2%	-3%	1%	·	-26%	6%	-9%	0%
CCn1c(COc2ccc(C)cc2)nnc1SCc1ccc(C#N)cc1	2%	-2%	8%	7%	-1%	·	13%	-9%	-3%	4%
COc1ccc(C)cc1NC(=O)C1CC(=O)OC12CCCCC2 (stereo not given)	0%	5%	-1%	-2%	-2%	3%	-23%	3%	-4%	-2%
CC(C)c1nnc(NC(=O)C2CCN(C(=O)Nc3ccc(Cl)cc3)CC2)s1	-10%	4%	1%	2%	1%	3%	37%	6%	-4%	-18%
CCOc1ccc(S(=O)(=O)Nc2ccccc2SC)cc1	0%	-10%	0%	-7%	-13%	·	-58%	18%	-2%	3%
Cc1ccc(NC(=O)c2c(O)c3ccccc3n(C)c2=O)nc1	-10%	2%	6%	12%	15%	1%	-55%	-3%	3.5µM*	?
CC1CCN(S(=O)(=O)c2ccc3c(c2)N(CC(=O)NCCCN2CC(C)CC(C)C2)C(=O)CS3)CC1 (stereo not given)	-9%	-3%	-1%	-1%	0%	?	1%	-20%	2%	0%
Cc1ccc(CS(=O)(=O)CC(C)(O)c2ccccc2)cc1 (stereo not given)	6%	-10%	-2%	-8%	0%	2%	6%	21%	-7%	-2%
Cc1c(C(=O)N(Cc2ccc(F)cc2)C2CCS(=O)(=O)C2)oc2ccccc12 (stereo not given)	-1%	-1%	-4%	0%	-2%	-10%	-27%	-1%	-2%	1%
Cc1ccc(-n2nc3c(c2NC(=O)C2CCCC2)CS(=O)(=O)C3)cc1	-4%	?	-11%	-7%	-1%	-8%	0%	5%	-3%	7%
CCn1cc(C(=O)N2CCc3ccccc32)c(=O)c2cc(S(=O)(=O)N3CCCC3)ccc21	0%	0%	2%	2%	3%	-1%	0%	-1%	-5%	0%
O=C(O)Cc1ccc(C(=O)c2ccc(Cl)cc2)s1	-20%	18%	-1%	9%	0%	10%	-5%	-36%	-1%	?
COc1ccccc1NC(=O)NCCN1CCN(c2cccc(Cl)c2)CC1	2%	2%	2%	-7%	-4%	9%	-17%&-6%	-15%	-8%	0%&2%
O=C(NNS(=O)(=O)c1ccc(F)cc1F)c1csc(-c2cccnc2)n1	-6%	-16%	-7%	1%	-6%	-6%	-3%	5%	6%	-4%
CCN(CC(=O)Nc1c(F)cccc1F)C(=O)c1cccnc1SC	-2%	-5%	8%	21%	-5%	1%	-3%	-15%	-1%	5%
CC(C)CCOc1ccc(C(=O)O)cc1	-1%	0%	11%	3%	7%	-2%	-14%	-16%	-2%	-2%
CCOC(=O)Cc1csc(NS(=O)(=O)c2ccccc2)n1	-1%	-4%	8%	-5%	1%	-2%	-9%	-5%	1%	-2%
CCc1cccc2c(C(=S)N3CCCC3)c[nH]c12	-10%	-1%	1%	13%	6%	-4%	-1%	23%	1%	-13%
Cc1ccc(-c2cc(Cc3ccccc3)c(=O)[nH]n2)cc1	-4%	-10%	-4%	-1%	6%	1%	-2%	-1%	-3%	-1%
Cc1cc(C)nc(N2CCCC(C(=O)Nc3ccc4c(c3)OCO4)C2)n1 (stereo not given)	9%	9%	0%	10%	1%	·	-40%	11%	0%	2%
CC(C)CC(=O)NC(=S)N1CCCCCC1	-4%	0%	11%	-1%	1%	3%	-9%	-28%	-3%	2%
O=C(Nc1ccc(C(=O)N2CCN(c3ccc(F)cc3)CC2)cc1)C1=CSCCO1	-1%	3%	-10%	-2%	-2%[9.26 µM]	8%	22%	15%	-1%	-6%
Cc1cc(-c2nnc(CCC(=O)NC(C)c3ccc(F)cc3)o2)no1 (stereo not given)	-7%	-11%	4%	-2%	1%	3%	26%	4%	-2%	-9%
CC(C)(C)C(=O)N1CCN(C(=O)c2ccco2)CC1	0%	0%	3%	5%	0%	1%	-12%	7%	3%	1%
CCOC(=O)C1(CCCc2ccccc2)CCN(C(=O)CCN2CCCCC2=O)CC1	22%	-11%	0%	-3%	-8%	-2%	6%	?	-6%	-3%
O=C(C1=C(O)C(=O)N(Cc2ccco2)C1c1ccccc1F)c1cccs1 (stereo not given)	-3%	-3%	0%	-2%	0%	-27%	-1%	12%	1%	?
Cc1ccc2sc(NNC(=O)c3ccc4c(c3)OCCO4)nc2c1C	?	?	8%	-6%	-2%	8%	-46%	7.9µM*	0%	-4%
Cc1ccc(NC(=O)c2sc3nc(N4CCOCC4)c4c(c3c2N)CC(C)(C)OC4)cc1	-11%	-2%	-13%	-8%	7%[9.26 µM]	1%	2%	-1%	-15%	1%
Cc1cccc(C)c1NC(=O)C1c2cccc[n+]2CC(=O)N1Cc1cccs1 (stereo not given)	0%	-16%	7%	-8%	0%	13%	27%	-16%	-1%	-1%
O=C(N/C(=C/c1ccco1)C(=O)N1CCOCC1)c1ccc([N+](=O)[O-])cc1	·	?	·	-5%	-4%	7%	-3%	·	-3%	-14%
COc1ccc(S(=O)(=O)Nc2ccc(S(=O)(=O)Nc3nccs3)cc2)cc1	-5%	-6%	-5%	-6%	0%	-6%	-5%	-4%	2%	6%
O=C(/C=C/c1ccccc1)NCCc1ccccc1	-11%	4%	21%	29%	21µM*	?	86%	-24%	-4%	19µM*
Oc1ccc(-c2cn3c(n2)SCC3)cc1	-4%	-1%	7%	4%	17%	-10%	43%	0%	10%	?
COc1cc(CC(=O)O)c([N+](=O)[O-])cc1OC	2%	16%	1%	-1%	2%	-1%	7%	2%	-2%	-3%
COC(C[C@@H]1O[C@@H]1[C@H](O)COCc1ccccc1)OC	-11%	-2%	0%	-4%	5%	3%	16%	-1%	-2%	2%
Cc1cccc(NC(=S)NNC(=O)c2ccccc2OC(F)F)c1	?	3%	12%	11%	-7%	-2%	-42%	?	12%	-11%
COc1ccc(C(=O)Nc2ccc(C(=O)O)cc2NC(=O)c2ccc(OC)cc2)cc1	3%	-1%	-1%	3%	-1%	13%	-1%	1%	-6%	-11%
CCOc1ccc(N2C(=O)CS/C2=N/NC(=O)COc2ccc3ccccc3c2)cc1	-9%	2%	-2%	-1%	0%	3%	11%	13%	-3%	-1%
COc1ncnc2sc3c(c12)CCCC3	-2%	4%	1%	-4%	-1%	·	2%	-11%	-1%	-3%
O=C(/C(=N\O)n1cncn1)c1ccc(Br)cc1Br	-10%[0.365 µM]	8%	-5%	-10%	0%	-2%	-5%	?	-4%	-29%
COc1cc2c(cc1OC)C(C)N(C(=S)NC(=O)c1ccccc1)CC2 (stereo not given)	2.2µM*	-1%	-1%	-10%	-5%	-3%	-8%	1.3µM*	-1%	0%
O=C(CSc1nc2ccc(Cl)cc2[nH]1)Nc1ccc2c(c1)CCC2	?	12%	-13%	-1%	0%	-5%	-28%	?	0%	-6%
N#Cc1c(NC(=O)/C=C/c2ccco2)sc2c1CCCC2	?	6%	?	?	2.9µM*	-12%	-32%	?	?	4.8µM*
O=S(=O)(NN=C1CCCCCCC1)c1ccc(Br)cc1	-5%	-15%	0%	0%	-3%	2%	0%	18%	-1%	0%
CC(C)(C)OC(=O)N/N=C\C=C\c1ccc2c(c1)OCO2	-5%	·	?	1.6µM*	?	-2%	7.9µM*	?	4µM*	7.6µM*
CCc1cc2c(SCC(=O)Nc3ccc(Cl)cn3)ncnc2s1	2%	-8%	3%	-1%	9%	7%	-2%	0%	-6%	-1%
CSc1ccccc1NC(=O)c1ccc(N2CCCC2=O)cc1	·	·	?	?	?	-2%	10µM*	·	?	15µM*
Cc1nnc(N2C(=O)C(=O)/C(=C(\O)c3ccc4c(c3)CC(C)O4)C2c2ccccc2)s1 (stereo not given)	-13%	?	13%	-4%	2%	5%	9%	16%	2%	?
Cc1cccc(C(=O)NCC(=O)NC(C)c2ccc(-n3ccnc3)cc2)c1 (stereo not given)	·	·	-6%	-5%	3%	3%	-25%	·	-3%	3%

Entries above that bear a hit mark in BRCA1 expr up:
Compound | p53 reactivation | Rab9 promoter act | uPA surface inh | BRCA1 expr up | RORgamma inh | NPC1 promoter act
CC(C)(C)OC(=O)N/N=C\C=C\c1ccc2c(c1)OCO2 | ? | 1.6µM* | -2% | 7.9µM* | ? | 4µM*
CSc1ccccc1NC(=O)c1ccc(N2CCCC2=O)cc1 | ? | ? | -2% | 10µM* | · | ?
